Rhodamine fluor = rhodamine region autofluorescence | Rhodamine-region fluorescence, 547/598 nm, Tris buffer; stronger effect = higher value | max dye-equivalent concentration, M | 0.05% of 59,000 active | AID 594; in the data active = max dye-equivalent concentration above about 11 nM; inconclusive = between about 1.1 nM and that limit
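Compounds in 100 mM Tris buffer, pH 8.0, were incubated 15 min at room temperature, then read at 547 nm excitation and 598 nm emission. Fluorescence was normalized against a per-plate six-point rhodamine standard curve as dye-equivalent concentration.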
BRCT PPI green = BRCA1 BRCT-phosphoprotein interaction inhibition | 0.05% of 75,000 active | AID 875 | Potency, µM (top dose mostly 76.9 µM), for inactives: at the top dose activity change, negative = inhibition, actives largely listed as inhibitors | BRCA1 BRCT-phosphopeptide binding, green fluorescence polarization;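 note: potency is the fitted concentration of half-maximal effect; plate controls were peptide without protein for full effect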
Target sequence (P38398 whole entry, looked up): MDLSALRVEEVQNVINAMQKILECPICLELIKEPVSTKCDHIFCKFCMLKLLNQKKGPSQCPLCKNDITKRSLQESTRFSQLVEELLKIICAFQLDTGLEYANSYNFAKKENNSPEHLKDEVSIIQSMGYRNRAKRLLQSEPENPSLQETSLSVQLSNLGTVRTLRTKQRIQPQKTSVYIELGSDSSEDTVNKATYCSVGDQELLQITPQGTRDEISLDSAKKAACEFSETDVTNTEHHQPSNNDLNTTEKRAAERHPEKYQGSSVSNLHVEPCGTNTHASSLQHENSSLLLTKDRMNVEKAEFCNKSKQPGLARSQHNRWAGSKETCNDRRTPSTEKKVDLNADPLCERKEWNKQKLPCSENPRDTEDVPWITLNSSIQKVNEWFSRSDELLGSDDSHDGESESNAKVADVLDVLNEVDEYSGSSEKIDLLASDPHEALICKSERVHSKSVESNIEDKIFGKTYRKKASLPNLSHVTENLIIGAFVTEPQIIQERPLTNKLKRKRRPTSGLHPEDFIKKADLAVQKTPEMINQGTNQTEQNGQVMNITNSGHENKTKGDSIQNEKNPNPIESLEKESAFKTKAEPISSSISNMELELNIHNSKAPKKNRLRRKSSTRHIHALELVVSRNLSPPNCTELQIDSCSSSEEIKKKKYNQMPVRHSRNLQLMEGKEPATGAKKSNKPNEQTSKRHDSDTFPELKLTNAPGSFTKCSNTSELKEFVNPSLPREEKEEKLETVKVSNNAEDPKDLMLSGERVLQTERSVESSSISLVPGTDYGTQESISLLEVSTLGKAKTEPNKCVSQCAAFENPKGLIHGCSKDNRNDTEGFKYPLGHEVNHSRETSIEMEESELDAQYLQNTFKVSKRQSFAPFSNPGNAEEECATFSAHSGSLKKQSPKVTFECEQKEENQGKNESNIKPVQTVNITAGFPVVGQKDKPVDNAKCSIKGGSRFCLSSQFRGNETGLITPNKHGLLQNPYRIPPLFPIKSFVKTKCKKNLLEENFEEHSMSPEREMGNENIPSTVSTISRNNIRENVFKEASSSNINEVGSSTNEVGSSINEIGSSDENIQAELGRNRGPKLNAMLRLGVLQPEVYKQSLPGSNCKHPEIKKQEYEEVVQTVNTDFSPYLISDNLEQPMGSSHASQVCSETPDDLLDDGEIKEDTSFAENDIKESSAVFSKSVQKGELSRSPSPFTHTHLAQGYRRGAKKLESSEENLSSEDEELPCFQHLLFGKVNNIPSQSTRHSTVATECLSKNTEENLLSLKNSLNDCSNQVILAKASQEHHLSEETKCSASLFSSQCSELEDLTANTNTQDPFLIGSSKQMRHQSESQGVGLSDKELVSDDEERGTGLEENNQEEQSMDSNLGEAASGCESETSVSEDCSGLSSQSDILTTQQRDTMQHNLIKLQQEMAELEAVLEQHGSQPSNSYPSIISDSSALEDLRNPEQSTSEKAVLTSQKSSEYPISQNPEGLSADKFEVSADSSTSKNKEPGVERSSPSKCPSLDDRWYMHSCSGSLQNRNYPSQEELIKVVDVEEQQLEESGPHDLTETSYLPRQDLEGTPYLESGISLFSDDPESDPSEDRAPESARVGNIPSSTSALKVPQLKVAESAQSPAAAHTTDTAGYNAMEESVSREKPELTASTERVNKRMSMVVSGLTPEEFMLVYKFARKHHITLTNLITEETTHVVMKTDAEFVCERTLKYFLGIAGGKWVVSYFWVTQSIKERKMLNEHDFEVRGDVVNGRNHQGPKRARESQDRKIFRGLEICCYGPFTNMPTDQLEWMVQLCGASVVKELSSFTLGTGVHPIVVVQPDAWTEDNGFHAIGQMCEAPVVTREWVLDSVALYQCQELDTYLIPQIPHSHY
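Compounds were incubated for 12 min at room temperature with a complex of 100 nM fluorescein-tagged pBACH1 decapeptide and 250 nM His-tagged BRCT protein. Buffer was phosphate pH 7.3 with EDTA, DTT and Tween 20. Disruption of binding lowers the polarization signal.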
Caspase-1 inhib = allosteric or competitive inhibitors of human caspase-1 | Caspase-1 enzyme, Ac-WEHD-AFC fluorogenic rate | Potency, µM (top dose mostly 57.5 µM), inactives show at the top dose activity change, negative = inhibition, most hits filed as inhibitors | P29466 | AID 900 | 0.03% of 75,000 active;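 note: potency is the fitted concentration of half-maximal effect; plate controls were vehicle for no effect and no substrate for full effect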
HEK293 cAMP ctrl = raises cAMP in parental HEK293 cells, TSHR agonist counter-screen | parental HEK293 CNG cAMP sensor, membrane potential fluorescence | Potency, µM (doses to about 57.1 µM), for inactives: at the top dose activation, actives largely listed as activators | 2.5% of 73,000 active | AID 938; note: potency is the fitted concentration of half-maximal effect; % of control where 0% means no effect; nearly all actives have a fitted effect of over 55% in size
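Parental HEK 293 cells stably expressing a modified CNG channel (no TSHR) report cAMP rise as membrane depolarization. Membrane potential dye with 100 uM RO 20-1724 was loaded for 60 min at room temperature, then compound added for 30 min; fluorescence read at 590 nm.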
USP2a inhib = USP2a (human) protease inhibition; USP2a enzymatic assay, qHTS inhibition; Potency, µM (top dose mostly 38.3 µM), inactives show at the top dose activity change, negative = inhibition, actives largely listed as inhibitors; 0.1% of 60,000 active; AID 927;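 note: potency is the fitted concentration of half-maximal effect; nearly all actives have a fitted effect of over 60% in size; plate controls were DMSO for no effect and NEM full inhibition control for full effect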
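USP2 core (20 nM final) was preincubated with compound for 30 min at RT in 20 mM Tris-HCl pH 8.0, 2 mM CaCl2, 2 mM beta-mercaptoethanol; Ub-PLA2 (20 nM) plus NBD C6-HPC (20 uM) then added, fluorescence read after 2.5 h.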
Fluorescein autfl = fluorescein region autofluorescence. Compound autofluorescence, 480/540 nm, fluorescein-equivalent; stronger effect = higher value. max fluorescein-equivalent concentration, M. 0.91% of 59,000 active. AID 593; in the data active = max fluorescein-equivalent concentration above about 10 nM; inconclusive = between about 1.1 nM and that limit
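Normalized response (dye-equivalent concentration) derives from comparing each well's 540 nm emission, under 480 nm excitation, with plate-resident fluorescein standards. Compounds were held in 100 mM Tris, pH 8.0, for 15 min at room temperature.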
BRCT inh red = disrupts BRCA1 BRCT binding to phosphoprotein, red fluorophore readout; AID 892; 0.03% of 75,000 active; BRCT-phosphopeptide binding, red fluorescence polarization; Potency, µM (highest dose often 76.9 µM), without a hit: at the top dose activity change, negative = inhibition, most hits filed as inhibitors; note: % is set by controls: 0 for no effect and ±100 for the full control effect
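Rhodamine-labelled pBACH1 10-mer (100 nM) bound to BRCT domain (100 nM) at pH 7.3; compounds incubated 12 min room temperature, polarization read. Free peptide defines full inhibition; unlabelled decapeptide titrated as control.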
Casp7 inh = caspase-7 (human) inhibition, allosteric or competitive. 0.02% of 75,000 active. recombinant caspase-7, Ac-DEVD-AFC fluorescence rate. P55210. Potency, µM (titrated, usually from 57.5 µM), for inactives: top-dose activity change, negative = inhibition, most hits filed as inhibitors; active = well fitted inhibition curve with a large enough effect in the main read-out, with a control signal flat, not every such curve was filed as active; inconclusive = small, poorly fitted or top-dose-only effect, or a change in a side signal; note: potency is the fitted concentration of half-maximal effect; % of control where 0% means no effect
A350 autofl = compound fluoresces in the Alexa 350 spectral region | Compound autofluorescence, 340/450 nm, Alexa 350 dye-equivalents; stronger effect = higher value | max dye-equivalent concentration, M | 11% of 59,000 active | AID 590; in the data active = max dye-equivalent concentration above about 10 nM; inconclusive = mostly about 1.1 nM to 9.6 nM
4-MU autofl = compound fluoresces in the 4-MU spectral region; max dye-equivalent concentration, M; 11% of 59,000 active; compound autofluorescence, 340/450 nm, 4-MU equivalents; stronger effect = higher value; in the data active = max dye-equivalent concentration above about 10 nM; inconclusive = mostly about 1.1 nM to 9.6 nM
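Intrinsic fluorescence at 340/450 nm (ex/em) was read after 15 min at room temperature in pH 8.0, 100 mM Tris. Each compound concentration expressed as 4-MU-equivalent concentration from a six-point 4-MU standard series on each plate.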
Texas Red fluor = compounds fluorescent in Texas Red spectral region | AID 587 | 0.06% of 59,000 active | Compound fluorescence, Texas Red channel, 547/618 nm; stronger effect = higher value | max dye-equivalent concentration, M; in the data active = max dye-equivalent concentration above about 10 nM; inconclusive = between about 1.1 nM and that limit
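Compound fluorescence was read after 15 min at room temperature in 100 mM Tris, pH 8.0, using 547 nm excitation and 618 nm emission across a concentration series. It was expressed as Texas Red dye-equivalent concentration from an on-plate standard curve.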
Numbers without * were called inactive; i = inactive; ? = inconclusive; . = no result given; [ ] = dose if it differs, or a comment. Unless noted, calls come from the whole dose curve; as a rule, active = well fitted curve in the direction sought with a large enough effect; inconclusive = small, poorly fitted or top-dose-only effect, or another doubt; inactive = no such curve, though single readings can be large; an effect the other way counts as inactive or inconclusive. Not all compounds are listed, so the mix of outcomes need not match the whole.

compound	Rhodamine fluor	BRCT PPI green	Caspase-1 inhib	HEK293 cAMP ctrl	USP2a inhib	Fluorescein autfl	BRCT inh red	Casp7 inh	A350 autofl	4-MU autofl	Texas Red fluor
O=C(CSc1nnnn1C1CCCCC1)NCc1ccc2c(c1)OCO2	i	-0.1%	1%	26%	15%	?	-2.1%	0%	i	i	i
CN(Cc1ccccc1)S(=O)(=O)c1ccc(C(=O)Nc2nnc(C3CC3)o2)cc1	i	1.8%	-3%	1%	39%[activator]	i	-1.7%	1%	i	i	i
c1ccc2c(c1)oc1c(NCCCn3ccnc3)ncnc12	i	1.1%	0%	7%	-4%	?	-3.7%	0%	?	?	i
COc1cc(C(c2sc3nc(C)nn3c2O)N2CC(C)CC(C)C2)cc(OC)c1OC (stereo unspecified)	.	-2.6%	-3%	?	.	.	0.5%	3%	.	.	.
C=CCN(C(=O)CSc1nc2[nH]ncc2c(=O)n1-c1ccccc1OC)c1ccccc1	i	33%[activator]	0%	18%	41%[activator]	?	3.0%	-3%	i	i	i
CC[C@H]1OC(=O)C[C@@H](O)[C@H](C)[C@@H](O[C@@H]2O[C@H](C)C[C@H](N(C)C)[C@H]2O)[C@@H](CC=O)C[C@@H](C)C(=O)C=C[C@]2(C)O[C@H]2[C@@H]1C	i	.	.	.	.	?	.	.	i	i	i
CCOC(=O)c1cccc(NS(=O)(=O)c2cnc[nH]2)c1	i	-1.2%	-3%	2%	3%	i	-0.7%	0%	i	i	i
O=C(COC(=O)C1COc2ccccc2O1)Nc1ccc2c(c1)CCC2 (stereo unspecified)	i	1.5%	0%	11%	0%	i	-0.5%	-2%	i	i	i
Cc1noc(C)c1S(=O)(=O)N1CCCC(C(=O)NCC2CCCO2)C1 (stereo unspecified)	i	0.6%	1%	4%	-6%	i	-0.8%	3%	i	i	i
COc1ccc(OC)c(NC(=O)CSc2nc3ccccc3c(=O)n2CCNC(C)=O)c1	i	-1.8%	1%	3%	14%	i	-0.8%	-1%	1.1e-07M*	8.9e-08M*	i
CCN(CC(=O)Nc1ccccc1OC)C(=O)C1CC2C=CC1C2 (stereo unspecified)	i	-1.2%	-1%	27%	-1%	?	-0.5%	1%	i	i	i
COC(=O)c1sc(NC(=O)c2cc3c(s2)CCCC3)nc1C	i	-1.4%	0%	6%	-1%	i	0.1%	-1%	i	i	i
O=C(Nc1ccccc1)N1CCC2(CC1)CCN(S(=O)(=O)c1ccccc1)CC2	i	-1.4%	1%	10%	81%[activator]	i	-0.2%	0%	i	i	i
CCOC(=O)CSc1nc(C)cc(=O)[nH]1	i	-0.7%	2%	7%	0%	i	0.3%	-3%	i	i	i
Cc1c(F)cccc1NS(=O)(=O)c1ccccc1C#N	i	1.5%	0%	3%	3%	?	0.5%	0%	3.6e-08M*	2.9e-08M*	?
CCN(CC)CCCN1C(=O)C(O)=C(C(=O)c2ccco2)C1c1ccc(OC(C)C)cc1 (stereo unspecified)	i	-0.5%	-6%	5%	7%	i	0.6%	-2%	i	i	i
FC(F)(F)c1ccc(N2CCN(c3cc(-c4ccccc4)nc4ncnn34)CC2)nc1	i	2.0%	-6%	16µM*	39%[activator]	?	-2.2%	-5%	?	?	i
CC(C)=CC(=O)Nc1ccc(Br)cc1	i	0.1%	0%	?	6%	?	-0.1%	0%	i	i	i
CN(Cc1ccco1)c1ccnc(-c2cccc(NS(C)(=O)=O)c2)n1	i	0.2%	-2%	5%	34%[activator]	?	-0.7%	0%	i	i	i
CC(=O)COC(=O)c1cccc(N2C(=O)C3C4C=CC(C4)C3C2=O)c1 (stereo unspecified)	.	0.3%	-1%	2%	.	.	-0.2%	1%	.	.	.
Cn1c(=O)[nH]c(=O)c2c1nc(NCCCO)n2Cc1ccc(F)cc1	i	0.6%	2%	-5%	.	i	-0.3%	2%	i	i	i
Cc1onc(-c2ccccc2)c1C(=O)n1nnc2ccccc21	i	-3.0%	2%	0%	-1%	i	1.0%	-3%	i	i	i
COc1c(Br)cc2c(C)c(C(=O)N3CCOCC3)oc2c1Br	.	0.4%	-1%	?	3%	.	-0.4%	-1%	.	.	.
CC1C2C(c3ccccc3)N(C)C(=O)N(C)C2N(C)C(=O)N1C (stereo unspecified)	i	-7.4%	-11%	?	-2%	1.5e-08M*	-1.9%	-9%	i	i	i
O=C(O)c1cc(-c2ccco2)nc2ccccc12	i	-4.2%	-6%	7%	-5%	i	-3.2%	-7%	2.2e-06M*	2e-06M*	i

Molecules from the list above that contain an NH in an aromatic ring (four):
compound	Rhodamine fluor	BRCT PPI green	Caspase-1 inhib	HEK293 cAMP ctrl	USP2a inhib	Fluorescein autfl	BRCT inh red	Casp7 inh	A350 autofl	4-MU autofl	Texas Red fluor
C=CCN(C(=O)CSc1nc2[nH]ncc2c(=O)n1-c1ccccc1OC)c1ccccc1	i	33%[activator]	0%	18%	41%[activator]	?	3.0%	-3%	i	i	i
CCOC(=O)c1cccc(NS(=O)(=O)c2cnc[nH]2)c1	i	-1.2%	-3%	2%	3%	i	-0.7%	0%	i	i	i
CCOC(=O)CSc1nc(C)cc(=O)[nH]1	i	-0.7%	2%	7%	0%	i	0.3%	-3%	i	i	i
Cn1c(=O)[nH]c(=O)c2c1nc(NCCCO)n2Cc1ccc(F)cc1	i	0.6%	2%	-5%	.	i	-0.3%	2%	i	i	i

Further compounds:
compound	Rhodamine fluor	BRCT PPI green	Caspase-1 inhib	HEK293 cAMP ctrl	USP2a inhib	Fluorescein autfl	BRCT inh red	Casp7 inh	A350 autofl	4-MU autofl	Texas Red fluor
O=C(NCC12CC3CC(CC(C3)C1)C2)c1nn2c(c1Cl)NC(c1ccco1)CC2C(F)(F)F (stereo unspecified)	i	0.3%	-3%	-7%	33%[activator]	i	0.6%	-3%	i	i	i
N#CCCN(C(=O)CSc1ccc2c(c1)OCCO2)c1ccccc1	i	-4.5%	2%	7%	0%	?	-2.2%	-1%	i	i	i
CC1CCN(S(=O)(=O)c2ccc3c(c2)c(=O)c(C(=O)NC2CCCC2)cn3C)CC1	i	0.8%	-1%	-3%	-2%	?	0.4%	0%	i	i	i
O=C(O)CCn1c(=O)[nH]c2ccccc2c1=O	.	-0.3%	-2%	14%	.	.	0.6%	-1%	.	.	.
Cc1cc(C(=O)CSc2nnnn2-c2ccccc2)c(C)n1CC1CCCO1 (stereo unspecified)	i	-1.4%	0%	25µM*	-5%	i	1.8%	-2%	i	i	?
CCC(CC)C(=O)Nc1cccc(C(=O)N2CCCCCC2)c1	i	-2.4%	0%	?	-10%	?	-2.8%	0%	i	i	?
C=CCn1c(SCC(=O)Nc2cc(C)ccc2C)nnc1-c1cnccn1	i	-1.4%	-1%	2%	14%	?	-0.2%	-1%	?	i	i
CCn1nnc(-c2ccccc2NC(=O)c2cccc(-n3cnnn3)c2)n1	i	0.1%	0%	20%	7%	i	0.6%	0%	?	?	?
Cc1nn(-c2nc3ccccc3s2)c(N)c1-c1ccc(Cl)cc1	i	-1.6%	-1%	1%	8%	i	-1.6%	-1%	i	i	i
Cc1c(CCC#N)c(N2CCCCC2)n2c(nc3ccccc32)c1C#N	i	.	.	.	.	i	.	.	?	?	i
O=C(CCC1CCCC1)N1CCN(C(=O)c2ccco2)CC1	.	-0.4%	2%	10%	-2%	.	0.3%	-1%	.	.	.
Cc1cc(N2C(=O)C(O)=C(C(=O)c3ccco3)C2c2cccnc2)no1 (stereo unspecified)	i	-3.5%	-2%	3%	2%	?	1.1%	-1%	i	i	i
O=C(Nc1cccc(-c2nnc(-c3ccccc3)o2)c1)c1ccco1	i	-0.6%	0%	?	6%	i	0.5%	0%	i	i	?
Cc1cc(C)n2nc3ccccc3c2n1	i	-2.2%	-13%	?	-6%	?	1.5%	-11%	2.6e-08M*	2.1e-08M*	i
CCN(CC)CCNC(=O)CCc1nn(C)c(=O)c2ccccc12	i	0.7%	-2%	1%	2%	?	1.4%	0%	i	i	i
CC1CCc2[nH]nc(C(=O)O)c2C1 (stereo unspecified)	i	-0.5%	0%	7%	-7%	i	-0.5%	5%	?	i	?
CCOC(=O)c1cccc(NC(=O)CCS(=O)(=O)c2cccc3nsnc23)c1	i	-0.1%	-2%	-2%	6%	i	-1.3%	3%	i	i	i
CCCCn1c(=O)n(C)c(=O)c2c3c(sc21)COC(C)(C)C3	i	.	.	.	.	i	.	.	2.4e-08M*	1.9e-08M*	i
COc1cc(S(=O)(=O)NCc2ccccc2)ccc1F	i	0.7%	-1%	27%	3%	i	0.7%	1%	i	i	?
CCOC(=O)C(NC(C)=O)C(OC(C)=O)c1cccc(N(CCO)CCO)c1 (stereo unspecified)	i	-1.6%	-1%	2%	-2%	i	0.8%	2%	i	i	?
O=C(C1CCN(S(=O)(=O)c2cccc3cccnc23)CC1)N1CCCC1	.	-1.4%	-1%	2%	.	.	-0.1%	-3%	.	.	.
O=c1cc(CO)oc(C(Nc2ccccn2)c2ccsc2)c1O (stereo unspecified)	i	5.0%	-6%	-8%	-14%	?	0.2%	-6%	i	i	i

Screening results deposited in PubChem BioAssay by National Center for Advancing Translational Sciences (NCATS).
